Bioassay records as filed in PubChem.
NOD2 inhibition: NOD2 signaling inhibitors, cell-based, luminescence, uHTS, HEK293 (AID 1566); HEK293 NOD2/NF-kB luciferase reporter, luminescence; higher % means a stronger effect; one-dose inhibition, % at 4 µM; EC50 in µM for titrated hits; 290,000 compounds, 0.63% hits; further: many of its hits are not listed in these tables
ER stress rescue: protection against thapsigargin-triggered cell killing – 384-well, CSM14.1, ATP luminescence, primary screen (AID 1222). CSM14.1 thapsigargin-induced death rescue, ATP luminescence; higher % means a stronger effect. cellular ATP content (survival), % at 20 µM; hits with a dose series show EC50 in µM. 190,000 tested, under 10 active;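 active means EC50 below 50 µM in the dose-response confirmation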;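 further: death triggered by thapsigargin at about 15 µM added after 2 h compound pretreatment; cell ATP read after overnight thapsigargin exposure of roughly 18 to 22 hours; normalized against plate controls of thapsigargin alone and 5% DMSO vehicle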
NTR1 ag: agonists of NTR1, primary screen, imaging, U2OS cells, beta-arrestin-GFP, high content (AID 493036); P30989; NTR1-U2OS beta-arrestin-GFP spot imaging, agonist mode; activation, % at 20 µM; 330,000 compounds, 0.17% hits;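 active means activation at or above 40% of the spot to cytoplasm intensity ratio, with at least 20 cells analyzed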;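 further: 0% = DMSO without peptide and 100% = 100 nM NTR1 peptide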
Target sequence (P30989 whole entry, looked up): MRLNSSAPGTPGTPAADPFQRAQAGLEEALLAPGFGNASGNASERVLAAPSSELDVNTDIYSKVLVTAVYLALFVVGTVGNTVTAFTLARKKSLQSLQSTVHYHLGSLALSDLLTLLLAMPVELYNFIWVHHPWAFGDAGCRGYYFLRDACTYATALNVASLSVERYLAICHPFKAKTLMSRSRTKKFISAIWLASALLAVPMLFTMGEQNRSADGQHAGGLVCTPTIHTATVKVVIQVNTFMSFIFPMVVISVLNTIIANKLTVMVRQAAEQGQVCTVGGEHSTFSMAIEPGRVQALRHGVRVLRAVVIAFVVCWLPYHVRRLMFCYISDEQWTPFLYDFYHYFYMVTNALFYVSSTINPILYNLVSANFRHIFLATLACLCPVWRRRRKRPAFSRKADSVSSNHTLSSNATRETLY
NOD1 inhibition: NOD1 signaling inhibitors, primary screen, cell-based, luminescence, uHTS (AID 1578); 290,000 compounds, 1% hits; one-dose inhibition, % at 4 µM; EC50 in µM for titrated hits; NOD1-driven NF-kB luciferase reporter cells, luminescence; higher % means a stronger effect; in the data active means inhibition mostly above about 36%, no sharp cut-off; inactive means mostly below about 34%;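 further: HEK-293T reporter cells stimulated with the NOD1 agonist gamma-tri-DAP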
KOR beta-arrestin-1: kappa opioid receptor activators – cell-based, luminescence, uHTS, primary screen (AID 1777) | KOR beta-arrestin recruitment, luminescence; higher % means a stronger effect | activation, % at 10 µM; hits with a dose series show EC50 in µM | 280,000 compounds, 0.02% hits; in the data active means activation above about 50%, passing the limit was not always enough; further: a part of the inactive calls stands beside numbers as strong as those of hits
Yfh1-depleted yeast: enhancers of respiration in Yfh1-depleted yeast, dose response, Friedreich's ataxia, plus single-dose screen (AID 1465); fold induction at 50 µM; hits with a dose series show EC50 in µM; S. cerevisiae Yfh1-off respiration, WST-1 reduction, 72 h; higher fold induction means a stronger effect; 220,000 compounds, 0.074% hits;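 active means fold induction of absorbance versus untreated yeast above a set limit, then at least 30% activation at any dose in follow-up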;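 further: activators that raise dye reduction in frataxin-depleted yeast; strong numbers were not always called active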
TNAP activation fold: stimulation of alkaline phosphatase TNAP activity – biochemical, luminescent, no phosphate acceptor, uHTS, primary screen (AID 1001) | purified TNAP, luminescent activation assay, no phosphate acceptor; higher activation fold means a stronger effect | activation fold at 20 µM, or EC50 in µM where a hit was titrated | 200,000 compounds, 0.03% hits; in the data active means activation fold from about 3, or a potency from the dose series; inactive means the rest, 99 in 100 with activation fold below about 1.6; further: many of its hits are not listed in these tables
KOR beta-arrestin-2: kappa opioid receptor blockers – cell-based, luminescence, uHTS (AID 1778); KOR beta-arrestin recruitment, luminescence, antagonist mode; higher % means a stronger effect; inhibition, % at 10 µM; hits with a dose series show IC50 in µM; 290,000 compounds, 0.091% hits; further: strong numbers were not always called active
GPR55 activation: GPR55 agonists via beta-arrestin recruitment, primary screen, imaging, U2OS cells, beta-arrestin-GFP redistribution (AID 1961). U2OS GPR55 beta-arrestin-GFP redistribution imaging; higher % means a stronger effect. activation, % at 10 µM, or EC50 in µM where a hit was titrated. 290,000 compounds, 0.048% hits;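 active means activation above 40% with more than 50 cells counted in the well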;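 further: U2OS osteosarcoma cells stably expressing GPR55 and beta-arrestin-GFP; plate controls were DMSO negative control for no effect and LPI positive control for full effect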
NTR1 ag cell count 20 µM: also measured in NTR1 ag; calls as there; cell count; measured here: cell count, cytotoxicity flag
Numbers without * were called inactive; i = inactive; nt = not tested or not shown; [ ] = remark or other dose. Unless noted, no stated cut-off is given here; in the data, active means inhibition above about 50%; inactive means the rest. Some of the compounds tested; count on the stated rates, not on these rows.

SMILES | NOD2 inhibition | ER stress rescue | NTR1 ag | NTR1 ag cell count 20 µM | NOD1 inhibition | KOR beta-arrestin-1 | Yfh1-depleted yeast | TNAP activation fold | KOR beta-arrestin-2 | GPR55 activation
CN1CCC(=O)N([C@H](CO)Cc2ccccc2)CC1 | 7% | nt | -0.3 | 61 | 46% | 1.4% | nt | nt | -26%[20 µM] | -0.3%
COc1cc(F)ccc1CN1CCC(n2nccc2NC(=O)C2CCOC2)CC1 (configuration not stated) | -11% | nt | 0.7 | 55 | -3% | 0.5% | nt | nt | 0% | 0.2%
O=C(CSC(=S)N1CCOCC1)c1cc(Br)cc(Br)c1O | 4% | nt | 0.1 | 48 | -3% | -0.7% | nt | nt | -12% | -0.2%
O=C(NCc1nnc(SCC(=O)N2CCCCCC2)o1)c1ccccc1F | 9% | nt | -0.2 | 56 | -4% | 1.9% | nt | nt | -1% | 0.0%
O=c1oc2c3c(nn2c2ccccc12)CCCC3 | 1% | 4.6% | -0.1 | 35 | -5% | 7.5% | i | 1 | -4% | -0.3%
COc1ccc(N2CCN(C(=O)CN3C(=O)C4CC=CCC4C3=O)CC2)cc1 (configuration not stated) | 2% | nt | -1.1 | 45 | -18% | -0.9% | i | 1.1 | 16% | -0.2%
CC(Sc1nc2sc3c(c2c(=O)n1-c1ccccc1)CCCC3)C(=O)O (configuration not stated) | 18% | nt | 0.5 | 62 | 16% | -0.7% | i | nt | -12% | -0.2%
Cc1ccc(C2CC(c3cccs3)=NN2C(=O)CSc2nc3ccccc3o2)cc1 (configuration not stated) | -1% | 6.7% | 7.9 | 61 | 42% | 0.5% | i | 1 | -25% | -0.5%
O=c1[nH]c2ccccc2n1C1=CCNCC1 | 7% | nt | -0.6 | 100 | -5% | 4.0% | i | nt | 0% | 0.0%
Nc1nc2ccc(C(=O)N3CCCCC3)cc2s1 | -2% | nt | 11 | 49 | -10% | -4.3% | nt | nt | 3% | -0.2%
COc1ccc(NC(=O)C2CC(=O)OC2c2ccccc2)cc1 (configuration not stated) | -5% | -2.2% | 1.5 | 68 | -24% | 2.8% | i | 1.1 | 7% | -0.2%
Cc1ccc(N(CC(=O)NC2CCCC2)C(=O)c2ccc(C)s2)cc1 | 17% | 1.1% | 0.6 | 49 | -16% | -1.5% | i | 1.1 | -46%[20 µM] | -0.1%
CC(=O)Nc1sc2c(c1CN1CCN(c3ccc(F)cc3)CC1)CCCC2 | -8% | -0.7% | 1.8 | 56 | 15% | -1.5% | i | 1.2 | -7% | 0.3%
O=C(c1cccnc1NCc1ccccc1)N1CCOCC1 | 22% | nt | 0.8 | 40 | 7% | -2.2% | i | 1.1 | -1% | 0.3%
COc1ccc(OC)c(NC(=O)NCCCCc2ccccc2)c1 | -2% | nt | 0.6 | 60 | 37% | 5.5% | nt | nt | -50% | -0.1%
Cc1cccc(C)c1NS(=O)(=O)c1ccc(-c2cnc(C3CC3)o2)cc1 | 19% | nt | 6.0 | 83 | 22% | 12% | nt | nt | -209% | 0.7%
Fc1ccccc1CN(CCN1CCOCC1)C(=S)Nc1ccccc1Cl | 13% | -0.9% | -0.6 | 53 | -3% | -1.8% | i | 1.1 | -2% | -0.5%
Cc1cccc(NC(=O)c2cc(NC(=O)C3CCCCC3C(=O)O)ccc2N2CCOCC2)c1 (configuration not stated) | 13% | nt | 0.9 | 65 | -30% | 0.3% | nt | nt | 13% | 0.0%
O=C1CC(c2ccccc2)CC(=O)C1CS(=O)(=O)c1ccccc1 (configuration not stated) | 4% | -15% | 1.3 | 36 | -22% | 0.5% | i | 1.1 | -16% | 0.0%
Cc1nc(NC(=S)NC(=O)c2ccco2)sc1C(=O)N(C)C | -1% | nt | 0.4 | 53 | 3% | -0.5% | nt | nt | 13% | 0.0%
CC(=O)N1CCN(CC(=O)Nc2ccc(Cl)c(S(=O)(=O)N(C)C)c2)CC1 | 8% | -0.8% | -1.6 | 61 | 2% | -3.7% | i | 0.9 | 17% | 0.6%
O=C(CCn1ccnc1)Nc1ccc2ccccc2c1 | 6% | nt | -1.0 | 59 | -21% | -4.0% | i | 1.1 | 4% | -0.4%
Cn1c(CCc2nc3ccccc3[nH]2)n[nH]c1=S | -1% | 0.4% | 4.0 | 44 | -15% | -4.6% | i | 1.2 | 19% | -0.3%
O=C(C1=C[C@@H](c2ccccc2)C[C@@H](OCc2ccc(CO)cc2)O1)N1CCN(Cc2ccc3c(c2)OCO3)CC1 | -29% | 4.0% | -3.6 | 102 | -8% | 1.4% | i | 1.1 | -36% | -0.2%
CCC(CO)n1cnnc1-c1ccncc1 (configuration not stated) | 8% | -2.4% | 1.1 | 78 | 1% | -2.3% | i | 1.1 | 17% | 0.0%

Part of the list above, tab-delimited:
canonical_smiles	NOD2 inhibition	ER stress rescue	NTR1 ag	NTR1 ag cell count 20 µM	NOD1 inhibition	KOR beta-arrestin-1	Yfh1-depleted yeast	TNAP activation fold	KOR beta-arrestin-2	GPR55 activation
O=c1[nH]c2ccccc2n1C1=CCNCC1	7%	nt	-0.6	100	-5%	4.0%	i	nt	0%	0.0%
Nc1nc2ccc(C(=O)N3CCCCC3)cc2s1	-2%	nt	11	49	-10%	-4.3%	nt	nt	3%	-0.2%
COc1ccc(NC(=O)C2CC(=O)OC2c2ccccc2)cc1 (configuration not stated)	-5%	-2.2%	1.5	68	-24%	2.8%	i	1.1	7%	-0.2%

Later entries.
SMILES | NOD2 inhibition | ER stress rescue | NTR1 ag | NTR1 ag cell count 20 µM | NOD1 inhibition | KOR beta-arrestin-1 | Yfh1-depleted yeast | TNAP activation fold | KOR beta-arrestin-2 | GPR55 activation
COCCCC1CCN(C(=O)C2CCC(=O)N(CCc3ccccc3)C2)CC1 (configuration not stated) | -15% | nt | 0.3 | 62 | -40% | 0.8% | nt | nt | 12% | -0.1%
CC1CC(C)CN(CCCNC(=O)CN2C(=O)COc3ccc(S(=O)(=O)N4CCOCC4)cc32)C1 (configuration not stated) | 1% | nt | -0.6 | 51 | -34% | -0.5% | nt | nt | -22% | 0.6%
Nc1[nH]n(-c2ccccc2)c(=O)c1N=Nc1ccccc1 | -107% | nt | 0.8 | 58 | -1% | -4.4% | i | nt | -4% | -0.2%
CCCCN(C)C(=O)CCC(=O)Nc1ccc2nc(N3CCN(C)CC3)cc(C)c2c1 | 3% | -1.6% | 3.5 | 59 | 0% | -0.8% | i | 1 | -1% | -0.3%
CCOc1ccc(N=Cc2c(O)n(-c3cccc(C)n3)c(=O)c3ccccc23)cc1 | -9% | -1.7% | 3.5 | 49 | 5% | 0.1% | i | 1 | 28% | 0.6%
O=C(CCl)Nc1ccc(-c2ccccc2)cc1 | 10% | nt | 6.1 | 36 | 79%* | -2.5% | i | 1.1 | -18% | 0.6%
CC(C)N1CCc2c(sc(NC(=O)CCc3ccccc3)c2C(N)=O)C1 | 11% | -1.5% | 0.9 | 38 | -29% | 6.4% | i | 1.1 | -26% | 0.8%
CC(C)(C)NC(=O)c1cccc(NC(=O)c2ccc(NC(=O)c3ccco3)cc2)c1 | 3% | -1.6% | 0.7 | 41 | -29% | 1.5% | i | 1.2 | 5% | -0.2%
CC(C)(C)OC(=O)N1CCC(C(=O)NCC2CCCO2)CC1 (configuration not stated) | 4% | nt | 0.9 | 56 | -25% | 2.0% | nt | nt | -14% | -0.2%
O=C(CSc1nnc2c(Cl)cc(Cl)cn12)N1CCN(c2ccc(F)cc2)CC1 | 18% | -3.8% | 1.6 | 40 | 9% | -1.3% | i | 1.1 | 33% | -0.1%
CCc1ccc(-c2nc(CS(=O)CC(=O)NC3CC3)c(C)o2)cc1 (configuration not stated) | -4% | nt | -0.9 | 49 | -3% | 1.5% | nt | nt | -24% | -0.1%
CC(=O)c1ccc(OCC(O)CN(C)CCOc2ccc(Br)cc2)cc1 (configuration not stated) | -5% | nt | 1.4 | 35 | -13% | 2.9% | nt | nt | -40% | 0.3%
O=C(C1=C[C@H](c2ccc3c(c2)OCO3)C[C@H](OCc2ccc(CO)cc2)O1)N1CCCCCCC1 | -36% | 3.8% | 2.0 | 58 | -8% | 5.0% | nt | 1.1 | -11% | 0.1%
CCCc1c(C(=O)N/N=C/c2ccc(C)s2)nnn1-c1nonc1N | 4% | nt | 0.5 | 68 | -20% | -4.1% | nt | nt | -34% | -0.2%
CC(C)CC(=O)Nc1cccc(C(=O)Nc2ccccc2C(=O)O)c1 | 13% | 0.1% | 0.6 | 54 | -6% | 4.5% | i | 1.1 | 9% | -0.1%
c1cc2c(cc1Nc1nc(-c3ccc4c(c3)OCO4)cs1)OCCO2 | -105% | -1.9% | 2.9 | 77 | -61% | -2.4% | i | 1 | -13% | 0.2%
Cc1cc2c(cc1C)C(c1ccccc1F)CC(=O)N2 (configuration not stated) | -6% | nt | 0.1 | 51 | -17% | 3.7% | nt | nt | -28%[20 µM] | -0.3%
Cc1ccc(Nc2nnc(SCC(=O)NCCN3C(=O)CSC3=O)s2)cc1 | -8% | -3.6% | -1.0 | 67 | -43% | -2.9% | i | 0.9 | 38% | -0.1%
Fc1ccc(N2CCN(C(c3cccs3)c3nnnn3CCc3ccccc3)CC2)cc1 (configuration not stated) | 21% | 0.3% | -0.3 | 40 | -35% | -6.4% | nt | 1.1 | 45% | 0.7%
COc1ccc(NCc2ccc(OC)c(OC)c2)cc1 | 1% | -2.2% | 1.0 | 69 | -42% | 7.5% | i | 1.1 | -48% | -0.1%
O=C(NCc1ccc(Cl)cc1)C(=O)NCC1OCCN1C(=O)c1ccc(Cl)cc1 (configuration not stated) | 15% | 0.3% | 1.6 | 59 | -24% | 0.3% | i | 1.1 | -9% | 0.1%
COC(OC)C1(C)C(C#N)=C(N)Oc2c1c(=O)oc1ccccc21 (configuration not stated) | 1% | nt | 0.0 | 103 | -10% | -0.2% | nt | nt | -8% | -0.1%
CC(C)(C)C(=O)N(Cc1ccc(Cl)cc1)c1cnccn1 | 18% | nt | -0.6 | 96 | 2% | -1.4% | nt | nt | -7% | 0.7%
Cc1ccccc1OCCNCC(C)O (configuration not stated) | 8% | 1.0% | -2.3 | 49 | -33% | -8.0% | i | 1.1 | -17% | -0.1%
CCOC(=O)c1c(NC(=O)COC)sc(C)c1C | 4% | 3.8% | 1.3 | 46 | 9% | 8.4% | i | 1 | 6% | 1.7%
CCOC(=O)C1C(=O)NC(SCC(N)=O)=C(C#N)C1c1ccccc1OCC (configuration not stated) | 14% | 0.8% | -2.7 | 87 | 4% | 4.0% | i | 1.1 | 17% | 0.3%
Cc1ccc(S(=O)(=O)NNC(=O)c2sccc2-n2cccc2)cc1 | -2% | -3.1% | 1.0 | 76 | 1% | 0.7% | i | 1.1 | -6% | 0.0%
CCc1nnc(NS(=O)(=O)c2ccc(NC(=S)NC(=O)c3ccncc3)cc2)s1 | 9% | nt | -1.5 | 73 | 0% | -1.9% | i | nt | 30% | -0.1%
